Source: PubChem BioAssay (several laboratories)
GALR2 antag: antagonists of human galanin receptor 2 (GALR2) | O43603 | GALR2-expressing cells, antagonist mode | inhibition, % at 4 µM | hit rate 0.39% among 140,000; in the data active means inhibition above about 27%;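 further: cells stimulated with galanin 1-16 at roughly its EC80; 0% = agonist challenge control and 100% = basal control without agonist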
Target sequence (O43603 whole entry, looked up): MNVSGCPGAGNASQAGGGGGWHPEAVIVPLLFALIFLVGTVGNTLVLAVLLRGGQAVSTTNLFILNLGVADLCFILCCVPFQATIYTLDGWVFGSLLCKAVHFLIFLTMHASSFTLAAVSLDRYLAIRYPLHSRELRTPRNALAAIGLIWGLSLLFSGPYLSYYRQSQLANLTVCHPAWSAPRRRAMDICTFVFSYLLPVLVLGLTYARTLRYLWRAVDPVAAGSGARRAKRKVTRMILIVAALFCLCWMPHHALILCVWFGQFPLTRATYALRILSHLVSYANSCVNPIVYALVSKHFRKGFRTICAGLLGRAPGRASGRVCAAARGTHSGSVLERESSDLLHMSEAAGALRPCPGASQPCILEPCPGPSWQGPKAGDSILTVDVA
NPY-Y2 antag: blocks the human neuropeptide Y Y2 receptor. NPY-Y2 expressing cells, antagonist mode. AID 793. hit rate 0.99% among 140,000. inhibition, % at 2.7 µM; in the data active means inhibition above about 17%;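 further: 0% = vehicle with agonist challenge and 100% = reference antagonist with challenge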
Target sequence (P49146 whole entry, looked up): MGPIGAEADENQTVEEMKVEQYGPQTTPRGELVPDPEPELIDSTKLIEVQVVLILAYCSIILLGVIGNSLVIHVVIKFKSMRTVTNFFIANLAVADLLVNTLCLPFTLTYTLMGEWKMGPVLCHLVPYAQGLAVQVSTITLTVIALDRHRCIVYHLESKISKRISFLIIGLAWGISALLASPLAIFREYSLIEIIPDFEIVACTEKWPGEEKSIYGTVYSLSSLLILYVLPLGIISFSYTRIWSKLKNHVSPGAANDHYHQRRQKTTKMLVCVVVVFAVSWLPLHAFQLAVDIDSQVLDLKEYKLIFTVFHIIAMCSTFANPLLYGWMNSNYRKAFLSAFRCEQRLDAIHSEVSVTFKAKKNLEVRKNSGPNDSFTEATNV
PTEN del growth: suppresses growth of cells with PTEN deletion; HCT116 PTEN-null viability, CellTiter-Glo, 60 h; stronger effect = lower value; viability, % at 10 µM; hit rate 1.2% among 140,000;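 active means viability at or below a set limit, 4 SD under the median of all tested compounds, cut at about 3.7% in these data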;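 further: PTEN knockout HCT116 line with beta catenin targeted HCT116 as companion control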
MRP-1 activ: MRP-1 activation; H69AR cells + doxorubicin, viability rescue, CellTiter-Glo; viability increase, % at 10 µM; hit rate 0.61% among 140,000;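 active means viability gain under doxorubicin at or above a set limit, the compound median plus 3 SD, cut at about 4.7% in these data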;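 further: MRP-1 overexpressing cells given doxorubicin 25 µM after compound pretreatment; 18-22 h compound pretreatment then 72 h with doxorubicin before readout; 0% = doxorubicin-only wells and 100% = vehicle-treated cells without doxorubicin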
BB579 growth dn: yeast BB579 growth reduction in restrictive medium; AID 804; inhibition, % at 10 µM; hit rate 0.51% among 140,000; S. cerevisiae BB579 growth, OD615, 48 h;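 active means inhibition above a set limit, 3 SD over the mean compound inhibition, cut at about 44% in these data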; further: inactives centre near -24
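Material: Saccharomyces cerevisiae DeaD strain BB579, replicative lifespan model yeast; buffer or medium: CSMM-D restrictive synthetic medium containing dextrose (glucose); compound: 10 µM single dose, DMSO 0.25%; timing: 48 h compound exposure at 30 °C after 4 h preincubation; signal: turbidity as optical density at 615 nm; benchmarks: positive control amphotericin B 10 µg/mL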
Measles CPE: protection of cells from measles virus | protection (pct of control), % at 4 µM | Measles virus-infected cells, CPE protection, absorbance | hit rate 1.5% among 140,000; in the data active means protection mostly above about 24%, no sharp cut-off; inactive means mostly below about 26%; further: some compounds called inactive have numbers as strong as hits
bCat KO growth: beta-catenin-lacking colon tumor cell growth suppression; hit rate 1.5% among 140,000; HCT116 beta-catenin knockout viability, CellTiter-Glo, 60 h; stronger effect = lower value; viability, % at 10 µM; AID 818;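 active means viability at or under a set limit, the compound median less 4 SD, cut at about 6% in these data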;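 further: 0% = Hyamine 1622 control at 20 µM and 100% = untreated cell control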
Yeast lifespan up: yeast lifespan extension; S. cerevisiae growth with nicotinamide, OD615; deaD strain in restrictive glucose medium; inhibition of the nicotinamide effect, % at 10 µM; hit rate 0.68% among 130,000; AID 775;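 active means inhibition above a set limit, placed 3 SD over the median of all compounds, cut at about 26% in these data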;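 further: 0% = nicotinamide-treated wells and 100% = cells grown without nicotinamide; some compounds called inactive have numbers as strong as hits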
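Buffer or medium: CSMM-D glucose medium, restrictive; test system: modified budding yeast, DeaD strain; compound: single dose 10 µM compound, 0.25% DMSO; schedule: culture preincubation 4 h, compound exposure 48 h, both 30 °C; detection: optical density (absorbance) at 615 nm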
E-sel TNF inh: blocks E-selectin expression induced by TNF alpha; HUVEC TNFa-induced E-selectin immunofluorescence, high content; inhibition, % at 2 µM; hit rate 0.71% among 120,000; AID 1246;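 active means inhibition above the batch mean plus 3 SD, and confirmed as a hit on visual image review, cut at about 43% in these data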;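 further: 0% = TNF-stimulated DMSO wells and 100% = unstimulated control wells; not every result past the cut was called active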
Phagocyt inh: macrophage phagocytosis inhibition. inhibition, % at 5 µM. J774A.1 macrophage IgG-bead phagocytosis, imaging. hit rate 0.07% among 110,000;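 active means inhibition above the mean of the plate negative controls plus 5 SD, cut at about 13% in these data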;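 further: phagocytic index as fraction of beads internalized from green versus red external bead signal; plate controls were DMSO negative control for no effect and cytochalasin-D positive control for full effect; some results beyond the cut were filed as inactive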
* hit, by the source's call; nt = not tested or not shown.

SMILES	GALR2 antag	NPY-Y2 antag	PTEN del growth	MRP-1 activ	BB579 growth dn	Measles CPE	bCat KO growth	Yeast lifespan up	E-sel TNF inh	Phagocyt inh
COc1ccc(C2CC(c3cccs3)=NN2C(=O)CSc2nc3ccccc3o2)cc1 (stereo not given)	12	6	64	-0.8	-32	9	72	0	7	-1
COc1ccc(-c2nc3c(Br)c(N)c(Br)cc3o2)cc1	-6	-3	58	-4.5	0	11	62	-8	-14	nt
Cc1ccc(CN2CCN(c3ccccn3)CC2)s1	4	3	97	1.0	-46	23	87	3	-9	1
CC(=O)Oc1ccc(N(C(C)=O)S(=O)(=O)c2cccs2)cc1	-8	1	87	0.0	-11	3	88	5	25	1
COc1cccc(/C=C/C(=O)NCCc2ccc3c(c2)OCCO3)c1	1	10	93	0.1	-57	16	96	-10	-75	-8
Cc1occc1C(=O)N=Nc1c(O)n(C)c2ccccc12	15	2	58	-5.1	5	13	64	-6	-35	-7
COC(=O)c1ccc2c(=O)[nH]c(CSc3nc(-c4ccc(F)cc4)cs3)nc2c1	11	13	90	-2.0	-55	12	89	14	nt	-4
COc1ccc(N2CCN(C(=O)CCCOc3cc(=O)n(C)c4ccccc34)CC2)cc1	-4	-1	77	-2.0	2	8	77	-12	32	1
O=C(CCCCCn1c(=S)[nH]c2ccccc2c1=O)NCc1ccc2c(c1)OCO2	-7	3	92	-1.9	-34	5	90	-31	nt	nt
CCNC(=S)N/N=C/c1cn(Cc2ccc(F)cc2)c2ccccc12	0	11	102	-1.8	-16	29*	96	-7	17	-13
Cc1cc(S(=O)(=O)NCc2cccs2)ccc1-n1cnnn1	7	2	98	-1.0	9	8	100	1	nt	-9
O=S(=O)(/N=C(/Sc1ccccc1)c1ccccc1)c1ccccc1	-11	-1	90	-2.2	-22	12	94	21	20	-1
CCC(=O)Nc1ccc2oc(-c3cccc(C)c3)nc2c1	-3	2	94	4.6	-7	6	77	-27	-35	nt
CCOC(=O)c1ccc(NC(=O)Nc2ccc(OC)c(OC)c2)cc1	12	2	75	-0.6	-91	0	71	-6	-24	-6
CC(=O)c1cccc(N=c2scc(-c3ccc(S(=O)(=O)N4CCOCC4)cc3)n2CCO)c1	12	-1	15	-5.3	-20	38	15	18	nt	-5
CC1(C)CC(C)(c2ccc(O)cc2O)N(c2cccc(Cl)c2)C(=S)N1 (stereo not given)	7	-1	94	1.3	-38	17	90	nt	-7	nt
COC(=O)c1ccc(CS(=O)(=O)c2ccc(C)cc2)cc1	-11	1	103	-1.4	-62	5	94	-2	-14	2
O=C(NCC1CCCO1)C1CCC(N2C(=O)c3ccccc3C2=O)CC1 (stereo not given)	16	5	103	-0.9	-65	16	100	-8	4	0
NC(CSC12CC3CC(CC(C3)C1)C2)C(=O)O (stereo not given)	6	6	94	-1.0	-37	6	94	0	-25	0
CCOC(=O)C1CCCN(C(=O)c2cn(CC(C)C)c(=O)c3cc(OC)c(OC)cc23)C1 (stereo not given)	-20	2	104	-3.9	-46	6	93	-2	-6	nt
CCN1c2ccccc2-c2nc3ccccc3n2C1c1ccncc1 (stereo not given)	4	9	86	0.0	-16	18	91	0	1	0
CCn1cc(C2=NC(C)CO2)c2ccccc21 (stereo not given)	-16	2	95	-2.0	-26	13	97	-12	1	-1
c1ccc(-c2nnc3n2CCCC3)cc1	-13	8	96	-2.7	-3	5	102	-7	21	0
c1ccc2c(c1)oc1c(NCCCn3ccnc3)ncnc12	-8	1	100	-2.7	6	8	99	-1	1	nt

Limited to NPY-Y2 antag, for three of the compounds above:
Structure	NPY-Y2 antag
NC(CSC12CC3CC(CC(C3)C1)C2)C(=O)O (stereo not given)	6
CCOC(=O)C1CCCN(C(=O)c2cn(CC(C)C)c(=O)c3cc(OC)c(OC)cc23)C1 (stereo not given)	2
CCN1c2ccccc2-c2nc3ccccc3n2C1c1ccncc1 (stereo not given)	9

Next structures follow.
SMILES	GALR2 antag	NPY-Y2 antag	PTEN del growth	MRP-1 activ	BB579 growth dn	Measles CPE	bCat KO growth	Yeast lifespan up	E-sel TNF inh	Phagocyt inh
CCOC(=O)Cc1c(C)nc2c(-c3ccccc3OC)c(C)nn2c1C	12	0	87	-1.3	-12	5	85	-13	2	nt
CC(C)[C@H]1CC[C@@H](C)C(C(=O)c2ccccc2)C1=O (stereo not given in full)	2	4	104	-0.6	-9	28	91	16	nt	6
Cc1cccc(NC(=S)/N=C(\N)Nc2nc(C)c3ccc(C)cc3n2)c1	11	6	27	-4.0	-33	4	34	-10	-16	nt
Cc1ccc(C2=C/C(=C\c3cccnc3)C(=O)O2)cc1	14	5	90	0.0	-32	4	89	-5	nt	-5

15 consecutive entries already listed:
SMILES	GALR2 antag	NPY-Y2 antag	PTEN del growth	MRP-1 activ	BB579 growth dn	Measles CPE	bCat KO growth	Yeast lifespan up	E-sel TNF inh	Phagocyt inh
CCOC(=O)c1ccc(NC(=O)Nc2ccc(OC)c(OC)c2)cc1	12	2	75	-0.6	-91	0	71	-6	-24	-6
CC(=O)c1cccc(N=c2scc(-c3ccc(S(=O)(=O)N4CCOCC4)cc3)n2CCO)c1	12	-1	15	-5.3	-20	38	15	18	nt	-5
CC1(C)CC(C)(c2ccc(O)cc2O)N(c2cccc(Cl)c2)C(=S)N1 (stereo not given)	7	-1	94	1.3	-38	17	90	nt	-7	nt
COC(=O)c1ccc(CS(=O)(=O)c2ccc(C)cc2)cc1	-11	1	103	-1.4	-62	5	94	-2	-14	2
O=C(NCC1CCCO1)C1CCC(N2C(=O)c3ccccc3C2=O)CC1 (stereo not given)	16	5	103	-0.9	-65	16	100	-8	4	0
NC(CSC12CC3CC(CC(C3)C1)C2)C(=O)O (stereo not given)	6	6	94	-1.0	-37	6	94	0	-25	0
CCOC(=O)C1CCCN(C(=O)c2cn(CC(C)C)c(=O)c3cc(OC)c(OC)cc23)C1 (stereo not given)	-20	2	104	-3.9	-46	6	93	-2	-6	nt
CCN1c2ccccc2-c2nc3ccccc3n2C1c1ccncc1 (stereo not given)	4	9	86	0.0	-16	18	91	0	1	0
CCn1cc(C2=NC(C)CO2)c2ccccc21 (stereo not given)	-16	2	95	-2.0	-26	13	97	-12	1	-1
c1ccc(-c2nnc3n2CCCC3)cc1	-13	8	96	-2.7	-3	5	102	-7	21	0
c1ccc2c(c1)oc1c(NCCCn3ccnc3)ncnc12	-8	1	100	-2.7	6	8	99	-1	1	nt
CCOC(=O)Cc1c(C)nc2c(-c3ccccc3OC)c(C)nn2c1C	12	0	87	-1.3	-12	5	85	-13	2	nt
CC(C)[C@H]1CC[C@@H](C)C(C(=O)c2ccccc2)C1=O (stereo not given in full)	2	4	104	-0.6	-9	28	91	16	nt	6
Cc1cccc(NC(=S)/N=C(\N)Nc2nc(C)c3ccc(C)cc3n2)c1	11	6	27	-4.0	-33	4	34	-10	-16	nt
Cc1ccc(C2=C/C(=C\c3cccnc3)C(=O)O2)cc1	14	5	90	0.0	-32	4	89	-5	nt	-5
